# OX1R antag-1: OX1R (HCRTR1) antagonists, primary screen, fluorescence, CHO/OX1R cells, Fluo-8 calcium, orexin A | Orexin/Hypocretin receptor type 1 (Homo sapiens), O43613 | Fluo-8 calcium fluorescence | inhibition, % at 5 µM | hit rate 0.43% among 330,000 | AID 434989, 2010;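 active = inhibition above its plate's threshold, mean inhibition of all tested compounds on the plate plus 3 SD, cut at about 37% in these data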;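 also: 0% = orexin A challenge wells and 100% = SB-334867-A antagonist wells; not every result past the cut was called active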
# Target sequence (O43613 whole entry, looked up): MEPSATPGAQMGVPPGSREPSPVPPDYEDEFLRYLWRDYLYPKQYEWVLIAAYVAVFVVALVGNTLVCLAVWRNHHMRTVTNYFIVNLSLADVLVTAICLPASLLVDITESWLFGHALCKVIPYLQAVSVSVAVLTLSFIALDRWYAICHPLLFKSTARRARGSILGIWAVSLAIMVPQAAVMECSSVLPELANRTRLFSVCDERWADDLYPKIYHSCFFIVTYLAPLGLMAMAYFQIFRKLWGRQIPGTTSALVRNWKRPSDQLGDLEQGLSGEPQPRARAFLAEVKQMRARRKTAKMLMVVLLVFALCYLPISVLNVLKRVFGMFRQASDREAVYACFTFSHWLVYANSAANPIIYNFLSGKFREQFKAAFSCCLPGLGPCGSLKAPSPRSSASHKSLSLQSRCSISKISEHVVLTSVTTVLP
# OX1R antag-2: antagonists of human orexin 1 receptor (OX1R). Orexin/Hypocretin receptor type 1 (Homo sapiens), O43613. OX1R-expressing cells, FRET antagonist read-out. inhibition, % at 6.6 µM. hit rate 1.8% among 330,000. AID 485270, 2010; in the data active = inhibition mostly above about 38%, no sharp cut-off; inactive = mostly below about 40%;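 also: 0% = agonist challenge alone and 100% = reference antagonist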
# * hit, by the source's call.
# Results follow in this order: OX1R antag-2, OX1R antag-1
> COc1cc(C(=O)NCC(=O)OCC(=O)c2cccc3ccccc23)cc(OC)c1OC
  18, -26
> Cc1c(C(=O)O)cccc1-n1c(C)cc(/C=N/Nc2ccc([N+](=O)[O-])cn2)c1C
  27, -17
> O=C(Cc1ccccc1)NCc1ccccn1
  17, -15
> COc1ccc(-n2c(-c3ccccc3)nnc2-c2ccc(Cl)cc2)cc1
  11, 3
> Cc1nc(C)c(C(=O)C2=C(O)C(=O)N(CCN(C)C)C2c2ccccc2)s1 (stereo unspecified)
  17, 5
> COc1ccc(N2CCN(CCNC(=O)CCN3C(=O)COc4ccccc43)CC2)cc1
  8, -26
> COc1ccc(CNC(=O)C2CCCN(S(=O)(=O)c3ccc(Br)s3)C2)cc1 (stereo unspecified)
  14, -8
> Cc1csc(SCC(=O)NC(=O)NCc2ccccc2)n1
  10, -8
> CCOc1ccc(S(=O)(=O)N2CCN(C(=S)NC3CC3)CC2)cc1
  -5, 4
> CC1CC(OCC(O)C[N+]2(C)CCOCC2)CC(C)(C)C1 (stereo unspecified)
  14, -21
> O=C(CCS(=O)(=O)c1ccccc1)Nc1cccc(-c2nc3ccccc3s2)c1
  55*, 6
> CC12CCC(C(=O)NC3CCCC3)(CC1=O)C2(C)C (stereo unspecified)
  -3, -21
> Nc1nc2cc3ccccc3cc2[nH]c1=O
  26, 6
> C=COc1ccc(N2C(=O)c3ccccc3OC2C)cc1 (stereo unspecified)
  0, -16
> O=C(CCCCCN1C(=O)CCC1=O)NCc1ccccc1
  4, -12

# Brought forward from above: 4 compounds, followed by the next part.
# Results follow in this order: OX1R antag-2, OX1R antag-1
> CC12CCC(C(=O)NC3CCCC3)(CC1=O)C2(C)C (stereo unspecified)
  -3, -21
> Nc1nc2cc3ccccc3cc2[nH]c1=O
  26, 6
> C=COc1ccc(N2C(=O)c3ccccc3OC2C)cc1 (stereo unspecified)
  0, -16
> O=C(CCCCCN1C(=O)CCC1=O)NCc1ccccc1
  4, -12
> Cc1cccc2c1nc(-c1ccccc1)n1nnnc21
  3, -7
> CCOc1ncccc1C(=O)OCC(=O)Nc1nnc(-c2ccccc2)o1
  3, -5
> CCc1cccc(CC)c1NC(=O)COC(=O)C1(C)CC1(Cl)Cl (stereo unspecified)
  18, -26
> CCN(CC)C(=O)Oc1ccc(Cl)c2ccccc12
  13, -19
> Cc1sc(N2CCN(S(=O)(=O)c3ccc4c(c3)NC(=O)CO4)CC2)nc1-c1ccccc1
  7, -25
> CCN(CC)C(=S)NC(=O)c1cc(OC)c(OC)c(OC)c1
  25, 0
> O=C(CSc1ncccn1)NC(=O)Cc1ccccc1
  0, 6
> O=C(CNS(=O)(=O)c1c(Cl)cccc1Cl)N1CCCCCC1
  15, -11
> C/C(=N/NC(=O)c1sc(=S)n(C)c1C)c1ccccc1
  31, -2
> Cc1ccccc1N1C(=O)C(Oc2ccc(Cl)cc2)C1CNCC1CCCO1 (stereo unspecified)
  12, -28
> CC1=C(C(=O)OC(C)C)C(c2ccc(N(C)C)cc2)C2=C(CC(C)(C)CC2=O)N1 (stereo unspecified)
  13, -4
> c1ccc(CCNc2ncnc3c2cnn3-c2ccccc2)cc1
  9, -3
> CCCc1cc(=O)[nH]c(SCC(=O)NC2(C#N)CCCCC2)n1
  1, -6
> CCOc1ccc(NC(=O)NCCN2CCN(c3cccc(C)c3C)CC2)cc1
  3, -25
> CCNS(=O)(=O)c1ccc(NS(C)(=O)=O)cc1
  9, -13
> CC(=O)c1ccc(N2CCN(C(=O)C3CCN(S(=O)(=O)c4cccs4)CC3)CC2)cc1
  31, -11
> CC1(C)CC(=O)C2=C(C1)NC1=C(C(=O)c3ccccc31)C2c1ccccc1 (stereo unspecified)
  27, -24
> COc1ccc(-c2csc(-n3ncc(-c4ccccn4)c3N)n2)cc1
  16, -1
> O=C(NCC1CCCCC1)c1cccc([N+](=O)[O-])c1
  3, -9
> COc1ccc(C(=O)NCC(=O)OCC(=O)N2CCCc3ccccc32)cc1
  12, -10
> Cc1ccc(S(=O)(=O)c2cccc(S(=O)(=O)N3CCCC3)c2)cc1S(=O)(=O)N1CCCC1
  23, 10
> COc1ccc(CCNC(=O)C2C3CCC(C3)C2C(=O)O)cc1OC (stereo unspecified)
  9, -8
> CC(C)(C)SC(C(=O)N1CCOCC1)c1ccc(Br)cc1 (stereo unspecified)
  11, -23
> Cc1ccc(S(=O)(=O)/N=C(\c2ccccc2)N(C)S(=O)(=O)c2ccccc2)cc1
  -2, -10
> CCn1c(=O)c(=O)[nH]c2cc(C(=O)NC3CC3)ccc21
  18, 5
> COc1ccc2cc(CN(Cc3ccco3)Cc3nnnn3C3CCCCC3)c(=O)[nH]c2c1
  19, 2
> O=S(=O)(Nc1ccc(F)cc1Cl)c1ccc(-c2cnc(C3CC3)o2)cc1
  28, -19
> Cc1cc(NC(=O)c2cnn3cccnc23)nn1CC(=O)Nc1cccnc1
  7, -4
> CC(=O)Nc1ccccc1C(=O)N1CCN(Cc2ccccc2)CC1
  5, -1
> COc1ccc(CNC(=O)c2cc(S(=O)(=O)N3CCOCC3)cn2C)cc1
  4, -15
> CCOc1ccccc1NC(=O)NS(=O)(=O)c1ccc(C)cc1
  3, -1
> O=C(O)c1ccccc1Sc1ccccc1S(=O)(=O)NC1CCCCC1
  12, -7
> CC[C@@]1(C(=O)OC)N[C@H](CN(C)C(=O)c2ccc(C(C)(C)C)cc2)[C@@H]2C(=O)N(Cc3ccccc3)C(=O)[C@@H]21
  7, -51
> CS(=O)(=O)Oc1ccc(Br)c2cccnc12
  2, -16
> CCOC(=O)/C=c1\s/c(=C\c2ccc(-c3ccccc3)cc2)c(=O)n1CC(=O)NCc1ccc2c(c1)OCO2
  24, -2
> Cc1ccc(NC(=O)CN2C(=O)N/C(=C/c3ccccc3OCc3cccc(C(=O)O)c3)C2=O)cc1
  12, -5
> Cc1ccc2c(CC(=O)OCn3nnc4ccccc4c3=O)coc2c1
  14, -9
> O=C(COC(=O)CNC(=O)C1CCCCC1)Nc1ccc(F)c([N+](=O)[O-])c1
  16, -14
> Cc1ccc(CCNC(=O)C2CCN(S(=O)(=O)c3cccc4nsnc34)CC2)cc1
  21, -23
> CS(=O)(=O)N(Cc1ccc(C(=O)NCCSc2ccccn2)cc1)c1ccccc1
  23, -14
> CC(=O)c1ccc(S(=O)(=O)Nc2ccc(Cl)c(S(=O)(=O)N3CCCC3)c2)cc1
  5, -13
> O=C(Cc1ccc(Cl)cc1)Nc1ccc(Cl)cn1
  1, -3
> O=C(CSCc1ccccc1)Nc1ccc2c(c1)C(=O)NC2=O
  26, -7
> NS(=O)(=O)c1ccc(CNC(=O)c2ccc(S(=O)(=O)NCc3ccco3)cc2)cc1
  5, 1
> CS(=O)(=O)NCc1ccc(C(=O)NC2CCCCC2)cc1
  8, -10
> Cn1c2c(c(=O)n(C)c1=O)C(c1cccc([N+](=O)[O-])c1)Nc1ccccc1O2 (stereo unspecified)
  12, -14
> NC(=S)N/N=C1\CC(n2nnnc2-c2ccccc2Cl)C2COC1O2 (stereo unspecified)
  27, -15
> Cc1ccc(NC2=NCC(=O)N2C2CCCC2)cc1C
  2, -13
> COP(=O)(OC)c1nc(-c2cccc3ccccc23)oc1N1CCCCC1
  6, -3
> O=C(CCCc1nc2ccccc2s1)NCc1ccccc1F
  13, -29
> COc1ccc(S(=O)(=O)N2CCC(C(=O)NCC3CCCO3)CC2)cc1 (stereo unspecified)
  14, -9
> COC(=O)c1cc2ccccc2c(=O)s1
  16, -18
> Cn1c(=O)oc2cc(S(=O)(=O)N3CCCC(C(=O)NCCN4CCOCC4)C3)ccc21 (stereo unspecified)
  3, -15
> O=C(NCc1ccc(F)cc1)C1CCN(C(=O)Nc2ccc(F)cc2)CC1
  3, -3
> C/C(=N\NC(=S)NCCc1ccccc1)c1ccc(O)cc1O
  34, -6
> C=CCn1c(SCC(=O)NCC)nc2sc3c(c2c1=O)CCC3
  10, -31
> CC(NC(=O)COc1ncnc2cc([N+](=O)[O-])ccc12)c1ccccc1 (stereo unspecified)
  64*, -14
> CCCn1c(=O)[nH]c(=O)c2c1nc(-c1ccccc1OC(F)F)n2CCOC
  16, -26
> CCN1C(=O)CSC1=Nc1ccc(OC)cc1
  12, -8
> Cc1ccc(-c2noc(CN3C(C)CCCC3C)n2)cc1 (stereo unspecified)
  7, -17

# Next part:
# Results follow in this order: OX1R antag-2, OX1R antag-1
> Cc1cnc(NC(=O)c2ccncc2)s1
  7, 8
> Fc1ccc(-c2nnc(-n3nnc4ccccc43)c3ccccc23)cc1
  18, -13
> CCOc1ccc2ccccc2c1/C=N/NC(=O)c1c(C)cc(C)[nH]c1=O
  40, -20
> Cc1ccc(C(=O)NC(C)c2ccc(-n3ccnc3)cc2)cc1S(=O)(=O)N1CCOCC1 (stereo unspecified)
  12, -12
> C=CCNC(=O)COc1ccc(S(=O)(=O)NC2CCCCC2)cc1
  -2, 0
> CC(CC(=O)NC1CCCCC1)S(=O)(=O)c1ccc2c(c1)CCN2C(=O)C1CC1 (stereo unspecified)
  14, -7
> Nc1nonc1-c1nc2ccccc2n1CC(=O)N/N=C/c1ccc(-c2ccccc2C(=O)O)o1
  42, -12
> CC1(C)Cc2ccccc2-c2nc(NN)[nH]c(=O)c21
  9, -33
> O=C(NCC1CCCN(C(=O)Cc2ccccc2Cl)C1)c1ccc(F)cc1 (stereo unspecified)
  11, -23
> N=C1S/C(=C\c2cccc3ccccc23)C(=O)N1c1ccc(F)cc1
  21, -3
> COc1cccc(-c2ccc(SCC(=O)N3CCN(c4ccccc4)CC3)nn2)c1
  5, -13
> Cc1cc(OCC(=O)NCCN2CCOCC2)cc(C)c1Br
  2, -7
> CC1CCN(C(=O)c2cc3ccccc3cc2O)CC1
  14, -23
> Cc1ccc(-c2csc(NC(=O)CSc3nc(C)cs3)n2)cc1
  17, 11
> Cc1ccc(C)c(NC(=O)CSc2nnc(-c3cc(C)[nH]n3)n2N)c1
  -2, -20
> CCn1cc(C(=O)Nc2ccc3c(c2)OCCO3)c2cc(OC)c(OC)cc2c1=O
  13, -14
> CCOC(=O)c1c(CN2CCOCC2)n(-c2ccccc2)c2cc(Br)c(O)c(CN(C)C)c12
  10, -34
> CCC(=O)N1CC2(CC(c3cccc([N+](=O)[O-])c3)=NO2)C[C@H]1C(=O)NCC(N)=O (stereo partly specified)
  66*, 0
> NC(=O)c1cc(S(=O)(=O)Nc2ccc(OC(F)(F)F)cc2)cs1
  7, -1
> CCNc1ccc(C(=O)OCC)cc1NC(=O)c1cccc(S(=O)(=O)N2CCOCC2)c1
  13, -18
> O=C(CSc1nnc(Cc2csc(Nc3cccc(Cl)c3)n2)o1)N1CCc2ccccc21
  61, 8
> CCOc1ccc(NC(=O)CCCN2C(=S)NC(C)(C)CC2C)cc1 (stereo unspecified)
  3, -7
> N#Cc1ccc(C23CC4(C2)[C@H](CN(Cc2ccc(C(F)(F)F)cc2)[C@@H]4c2ccccc2)C3c2ccc(C(F)(F)F)cc2)cc1 (stereo partly specified)
  27, -29
> Cc1cc(=O)oc2cc(OCC(=O)OCC(=O)N3CCc4ccccc43)ccc12
  14, -18
> CCCc1ccc(OCC(O)CN2CCN(CCO)CC2)cc1 (stereo unspecified)
  -7, 1
> Cc1csc2c(=O)n(CCO)c(=O)[nH]c12
  6, -7
> COc1ccc(C(=O)CSc2nnnn2Cc2ccccc2)cc1
  10, -26
> CCOC(=O)Cn1cc(/C=N/NC(=O)c2cc3ccccc3o2)c2ccccc21
  26, -9
> CCCCNC(=O)CC1N=C2c3ccccc3N=C(SCC(=O)Nc3ccccc3C)N2C1=O (stereo unspecified)
  19, -11
> CCn1nnc(NC(=O)CSc2ccc(Cl)cc2)n1
  4, -5

# Ordered by heavy-atom count (smallest number first): part of the list above.
# Results follow in this order: OX1R antag-2, OX1R antag-1
> NC(=O)c1cc(S(=O)(=O)Nc2ccc(OC(F)(F)F)cc2)cs1
  7, -1
> CCOc1ccc(NC(=O)CCCN2C(=S)NC(C)(C)CC2C)cc1 (stereo unspecified)
  3, -7
> CCn1cc(C(=O)Nc2ccc3c(c2)OCCO3)c2cc(OC)c(OC)cc2c1=O
  13, -14

# Next part
# Results follow in this order: OX1R antag-2, OX1R antag-1
> COc1cccc(-c2nn(-c3ccc(F)cc3)cc2C(=O)NCC2CCCO2)c1 (stereo unspecified)
  20, -25
> COc1ccc(C(CC(=O)N2CCOCC2)c2c(OC)cc(OC)c3c(-c4ccccc4)cc(=O)oc23)cc1 (stereo unspecified)
  19, -29
> Cc1cccc(NC(=S)NCc2ccccc2)c1C
  1, 0
> CCC(Sc1nc2ccccc2c2nc3ccccc3n12)C(=O)NCc1ccco1 (stereo unspecified)
  9, -18
> Cc1ccc(C2=CC(=O)C[C@H](c3ccc(Cl)cc3)C2)cc1
  5, -21
> COC(=O)c1ccc(OCCn2cnc3ccccc3c2=O)cc1
  10, -9
> COc1cc2c(cc1OC)-c1cc(Nc3ccc4c(c3)OCCO4)nc(=O)n1CC2
  39, -18
> CCOC(=O)N1CCN(C(=O)CSCC(=O)Nc2nc(-c3ccc(-c4ccccc4)cc3)cs2)CC1
  48*, 53*
> CN(C)c1ccc(/C=N\NC(=O)c2cccc3cc[nH]c23)cc1
  11, -16
> CC(C)(C)CC(=O)Nc1ccc(S(=O)(=O)NC2=NCCCCC2)cc1
  6, -11
> COc1cccc(NC(=S)N2CCN(Cc3ccccc3)CC2)c1
  11, -6
> CC(C)c1ccc(N2C(=O)/C(=C/N(C)C)SC2=S)cc1
  2, 52*
> CCN(Cc1cnn(C)c1)C(=O)c1cc(COc2ccc(F)cc2F)on1
  7, -22
> Cc1cc(C)n(CC2CC(=O)N(c3cc(Cl)cc(Cl)c3)C2=O)n1 (stereo unspecified)
  12, -20
> COc1cc(OC)c(-c2cc(C(=O)O)ccc2OC)c(OC)c1
  11, 3
> CC(=O)c1c(C)nc(-c2ccccc2)n1O
  8, -8
